Screens (PubChem)
Anesthetic bind = candidate novel general anesthetic via apoferritin binding; P02791; apoferritin/1-aminoanthracene competitive binding, fluorescence; Potency, µM (top dose mostly 77.5 µM), inactives show at the top dose activity change, negative = displacement, most hits filed as inhibitors; 350,000 tested, 0.074% active; note: potency is the fitted concentration of half-maximal effect; % is set by controls: 0 for no effect and ±100 for the full control effect; nearly all actives have a fitted effect of over 20% in size
Target sequence (P02791 2-175 limits assumed): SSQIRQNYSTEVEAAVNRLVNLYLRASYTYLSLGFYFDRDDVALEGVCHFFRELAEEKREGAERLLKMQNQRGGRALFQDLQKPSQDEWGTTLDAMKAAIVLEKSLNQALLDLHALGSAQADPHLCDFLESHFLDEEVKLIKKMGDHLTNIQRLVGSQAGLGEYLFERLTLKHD
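Horse-spleen apoferritin (10 uM) was mixed with 50% saturated 1-aminoanthracene in PBS, exposed to compounds for 10 min at room temperature, and read for fluorescence (ex 380 nm, em 535 nm). Competitive displacement was fitted with a four-parameter Hill equation.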
POLK inh = inhibitors of human DNA polymerase kappa; purified Pol kappa, fluorescent DNA synthesis assay, 10 min; Potency, µM (highest dose often 107 µM), for inactives: at the top dose activity, negative = inhibition, actives largely listed as inhibitors; 400,000 tested, 0.53% active; note: potency is the fitted concentration of half-maximal effect; % is set by controls: 0 for no effect and ±100 for the full control effect
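Readout: fluorescence, taken kinetically at 0 and 10 min. Conditions: 10 nM Pol kappa, 15 min RT compound preincubation, 50 nM substrate final. Controls: enzyme-free buffer wells.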
POLB inh = blocks human DNA polymerase beta activity; Pol beta primer extension/strand displacement, fluorescence kinetic; Potency, µM (doses to about 114 µM), for the others: at the top dose activity change, negative = inhibition, actives largely listed as inhibitors; AID 485314; 340,000 tested, 1.3% active; P06746; note: potency is the fitted concentration of half-maximal effect; % is set by controls: 0 for no effect and ±100 for the full control effect
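Homogeneous kinetic assay of primer extension and strand displacement by 10 nM Pol beta, preincubated 15 min at room temperature with compound before 50 nM substrate (final) was added. Read at 0 and 10 min; four-parameter Hill fit.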
BLM inh = blocks DNA unwinding by human BLM helicase. recombinant BLM DNA unwinding, fluorescence dequenching. Potency, µM (top dose mostly 56.1 µM), without a hit: at the top dose activity change, negative = inhibition, usual class: inhibitors. P54132. 350,000 tested, 0.2% active;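 note: potency is the fitted concentration of half-maximal effect; plate controls were vehicle for no effect and no enzyme for full effect; nearly all actives have a fitted effect of over 35% in size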
ERG-DNA inh = blocks human ERG Ets domain binding to DNA | P11308 | fluorescence polarization, His-ERG Ets domain / labelled DNA | Potency, µM (highest dose often 76.9 µM), for inactives: top-dose FP activity, negative = inhibition, most hits filed as inhibitors | 370,000 tested, 0.028% active | AID 624246; active = well fitted inhibition curve with a large enough effect in the polarisation, with a control signal flat; inconclusive = small, poorly fitted or top-dose-only effect, or effect the other way, or a change in a side signal; inactive = no such curve, though single readings can be large or run the other way; the % refers to the polarisation;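 note: polarization taken with two DNA probes labelled with fluorescein and Texas red; potency is the fitted concentration of half-maximal effect; % of control where 0% means no effect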
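His-tagged ERG Ets domain (1 uM in the protein solution; 300mM KCl, 50mM Tris-HCl, 1mM EDTA, 1mM DTT, pH 7.5) received compound, then a probe mix of 5 nM fluorescein-DNA and 100nM Texas-615-DNA. Fluorescence polarization was read for both dyes.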
APE1 inh = inhibitors of human APE1 endonuclease. P27695. recombinant APE1, TAMRA/BHQ-2 abasic DNA cleavage fluorescence. Potency, µM (doses to about 65.8 µM), inactives show top-dose activity change, negative = inhibition, usual class: inhibitors. 350,000 tested, 0.35% active;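 note: potency is the fitted concentration of half-maximal effect; plate controls were vehicle for no effect and reference inhibitor for full effect; nearly all actives have a fitted effect of over 55% in size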
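Quantitative HTS: incision of a TAMRA/BHQ-2 double-stranded substrate bearing a tetrahydrofuran abasic site by 0.75 nM APE1 raises fluorescence. Substrate 50 nM final, added after 15 min compound preincubation at room temperature; progress as third-minus-first kinetic read difference.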
POLI inh = DNA polymerase iota (human) inhibition. Pol iota fluorescent replication assay, 10 min. Potency, µM (series often up to 115 µM), for the others: at the highest dose activity, negative = inhibition, usual class: inhibitors. 390,000 tested, 1% active; note: potency is the fitted concentration of half-maximal effect
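Pol iota at 10 nM preincubated 15 min with compounds at room temperature; reaction started with fluorescent substrate, 50 nM final. Fluorescence read kinetically at 0 and 10 min; buffer-only wells as negative control.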
TRHR agonist = activates the human TRH receptor | TRHR cells, calcium flux fluo-8, FDSS agonist mode | activation, % at 2 µM | 360,000 tested, 0.18% active | AID 493084; in the data active = activation above about 30%; note: 0% is about no effect
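Agonist-mode FDSS calcium read (Ex 480/Em 530, 1 s cycles) in 1536-well TRHR cells with fluo-8 dye, after 10-cycle baseline and 23 nL compound addition; TRH at EC20 (10 nM final) added afterwards for the enhancer phase.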
12-LOX inh = ALOX12 (human) lipoxygenase inhibition | P18054 | purified 12hLO, xylenol orange hydroperoxide absorbance | Potency, µM (doses to about 108 µM), inactives show at the top dose activity change, negative = inhibition, actives largely listed as inhibitors | 580,000 tested, 1.1% active | AID 1671190; note: potency is the fitted concentration of half-maximal effect; % is set by controls: 0 for no effect and ±100 for the full control effect
Target sequence (P18054 whole entry, looked up): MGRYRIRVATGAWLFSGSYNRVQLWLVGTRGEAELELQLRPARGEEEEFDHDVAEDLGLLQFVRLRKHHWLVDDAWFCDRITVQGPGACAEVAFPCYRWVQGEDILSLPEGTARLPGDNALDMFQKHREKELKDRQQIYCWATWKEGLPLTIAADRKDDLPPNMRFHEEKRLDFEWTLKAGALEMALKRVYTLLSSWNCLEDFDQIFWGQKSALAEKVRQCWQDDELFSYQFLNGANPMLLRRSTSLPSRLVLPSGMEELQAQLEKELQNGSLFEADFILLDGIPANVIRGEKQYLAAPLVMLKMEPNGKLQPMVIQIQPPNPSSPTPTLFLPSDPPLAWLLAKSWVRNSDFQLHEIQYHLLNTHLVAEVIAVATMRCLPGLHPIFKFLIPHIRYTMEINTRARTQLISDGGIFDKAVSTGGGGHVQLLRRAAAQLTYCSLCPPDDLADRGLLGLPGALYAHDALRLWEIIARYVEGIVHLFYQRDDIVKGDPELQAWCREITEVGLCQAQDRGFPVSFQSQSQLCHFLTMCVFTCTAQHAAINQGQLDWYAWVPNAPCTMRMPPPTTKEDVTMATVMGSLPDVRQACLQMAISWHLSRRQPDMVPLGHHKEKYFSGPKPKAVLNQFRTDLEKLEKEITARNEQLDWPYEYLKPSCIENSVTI
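Purified human 12hLO (150 nM final) in 25 mM Hepes, 0.01% Triton X-100, pH 7.0 was preincubated 15 min at room temperature with compound. Then 40 uM arachidonic acid was added, 30 min. Hydroperoxide was read by Fe-XO absorbance ratio 573/405 nm.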
An asterisk follows results filed as active; ? = inconclusive; / = no result given; [ ] = remark or other dose. Unless noted, calls come from the whole dose curve; as a rule, active = well fitted curve in the direction sought with a large enough effect; inconclusive = small, poorly fitted or top-dose-only effect, or another doubt; inactive = no such curve, though single readings can be large; an effect the other way counts as inactive or inconclusive. Some of the compounds tested; rates above refer to the full screens.

SMILES	Anesthetic bind	POLK inh	POLB inh	BLM inh	ERG-DNA inh	APE1 inh	POLI inh	TRHR agonist	12-LOX inh
COC(=O)c1ccc(NC(=O)C2CCCN2S(=O)(=O)c2ccc(F)cc2)cc1 (configuration not stated)	-5%	-4%	0%	1%	-7%	0%	4%	0.1	?
CC(=O)N1CCN(S(=O)(=O)c2cccc(C(=O)Nc3ccccc3N3CCCC3)c2)CC1	/	-14%	/	/	-8%	-12%	18%	-0.2	-20%
COC(=O)Cn1ncc(N2C3CC(CC(C)(C)C3)C2C)c(Cl)c1=O (configuration not stated)	-16%	-17%	13%	6%	-1%	0%	-1%	0.7	-2%
Cc1ccc(CNC(=O)C(=O)NCC(c2cccs2)S(=O)(=O)c2cccs2)cc1 (configuration not stated)	-9%	-5%[60.1 µM]	3%	0%	0%	/	26%	-0.1	-2%
O=C(CN1C(=O)C2CCCCC2C1=O)NC1CCCc2ccccc21 (configuration not stated)	/	-1%	/	/	8%	16%	29%	-0.2	-29%
CCCn1cnc2c(SCc3ccccc3F)nc(N)nc21	/	-2%	/	/	4%	/	44%[activator]	/	-5%
CCOc1[nH]n(-c2ccc(Cl)cc2)c(=O)c1C=Nc1ccc(OC)cc1	-12%	3%	?	-1%	4%	-3%	7%	-0.1	-16%
COc1ccc(C)cc1NC(=O)c1ccccc1N(C)S(=O)(=O)c1ccccc1	1%	-11%	40%	-5%	-3%	-6%	8%	-0.7	18%
CCCN(CCC)S(=O)(=O)c1ccc(C(=O)Nc2ccc(S(=O)(=O)Nc3nnc(CC)s3)cc2)cc1	-21%	-4%	-13%	-9%	12%	32%[activator]	26%	0.2	-19%
Cc1ccnc2nc(C(=O)OCC(=O)Nc3ccccc3C(C)(C)C)nn12	-9%	-12%	27%	1%	-1%	11%	18%	-0.1	2%
CCCCn1c(=O)[nH]c(=O)c2c1nc(COC(=O)c1c(C)noc1C)n2CCC	-15%	-3%	1%	-4%	6%	-2%	55%[activator]	-0.4	-17%
Cc1cc(C)n(C(=O)c2ccccc2[N+](=O)[O-])n1	-12%	-13%	0%	7%	6%	11%	1%	-0.5	-15%
Cc1ccc2c(c1)C(c1ccncc1)=NNC(c1ccccc1)=N2	-16%	-3%	6%	-3%	1%	-2%	73%[activator]	0.5	-4%
CCC(=O)Nc1nonc1-c1nc2ccccc2n1N(C(=O)CC)C(=O)CC	-10%	-22%	?	-5%	8%	?	?	1.0	36%[activator]
CCC(C)(C)NC(=O)C(c1ccc(OC)cc1)N(Cc1cccs1)C(=O)CCC(=O)Nc1cc(C)on1 (configuration not stated)	-7%	-13%	20%	-11%	-6%	2%	-15%[58.9 µM]	-0.5	?
COc1cccc2oc3cc(C#CC4(O)CCCCC4)ccc3c(=O)c12	-10%	1%	25%	-2%	3%	-11%	16%	-0.4	?
Cn1c(SCC(=O)N/N=C/C=C/c2ccccc2[N+](=O)[O-])nc2ccccc21	-16%	-9%	3%	0%	-3%	-2%	0%	-1.5	3%
CCCN(CCC)CCNC(=O)CN1C(=O)COc2ccc(S(=O)(=O)N3CCC(C)CC3)cc21	-5%	2%	3%	0%	5%	/	51%[activator]	-0.6	-8%
CC(C)CNC(=O)c1cccc(NC(=O)COc2ccc([N+](=O)[O-])cc2)c1	-16%	-3%	-2%	-4%	4%	7%	42%	-0.5	-5%
COc1cccc(NC(=O)Cc2nnc(SCC(=O)NC3=NCCS3)n2C)c1	-1%	1%	38%	-4%	6%	61%[activator]	-10%	-0.2	-49%
NNC(=S)NC1CCCCC1	?	-7%	16%	-8%	-9%	-17%	138%[activator]	0.4	-23%
Cc1cc(C)c(C#N)c(SCc2cn3ccccc3n2)n1	4%	-16%	5%	-6%	-7%	4%	?	-0.7	-18%
O=C(NCCN1CCCC1)C1(S(=O)(=O)c2ccc(Cl)cc2)CC1	-5%	-4%	43%	2%	-5%	-3%	28%	-1.1	3%
O=C(c1ccc(F)cc1)N1CCN(Cc2ccccc2Br)CC1	-12%	4%	0%	1%	-2%	-8%	10%	0.1	?
CCOC(=O)c1cc2c(=O)n3ccccc3nc2n(CC2CCCO2)c1=NC(=O)/C=C/c1ccccc1 (configuration not stated)	50%[activator]	-26%	-25%	-6%	-1%	2%	56%[activator]	0.5	-25%

3 compounds out of the list, ordered by number of heavy atoms, highest first.
SMILES	Anesthetic bind	POLK inh	POLB inh	BLM inh	ERG-DNA inh	APE1 inh	POLI inh	TRHR agonist	12-LOX inh
CCCN(CCC)S(=O)(=O)c1ccc(C(=O)Nc2ccc(S(=O)(=O)Nc3nnc(CC)s3)cc2)cc1	-21%	-4%	-13%	-9%	12%	32%[activator]	26%	0.2	-19%
Cn1c(SCC(=O)N/N=C/C=C/c2ccccc2[N+](=O)[O-])nc2ccccc21	-16%	-9%	3%	0%	-3%	-2%	0%	-1.5	3%
COC(=O)Cn1ncc(N2C3CC(CC(C)(C)C3)C2C)c(Cl)c1=O (configuration not stated)	-16%	-17%	13%	6%	-1%	0%	-1%	0.7	-2%

Compound profiles, as listed above. Order of screens: Anesthetic bind, POLK inh, POLB inh, BLM inh, ERG-DNA inh, APE1 inh, POLI inh, TRHR agonist, 12-LOX inh
O=C(CN1C(=O)C2CCCCC2C1=O)NC1CCCc2ccccc21 (configuration not stated) as listed: /, -1%, /, /, 8%, 16%, 29%, -0.2, -29%
Cc1cc(C)c(C#N)c(SCc2cn3ccccc3n2)n1 as listed: 4%, -16%, 5%, -6%, -7%, 4%, ?, -0.7, -18%
COC(=O)c1ccc(NC(=O)C2CCCN2S(=O)(=O)c2ccc(F)cc2)cc1 (configuration not stated) as listed: -5%, -4%, 0%, 1%, -7%, 0%, 4%, 0.1, ?

(cont.)
SMILES	Anesthetic bind	POLK inh	POLB inh	BLM inh	ERG-DNA inh	APE1 inh	POLI inh	TRHR agonist	12-LOX inh
CCC(C(=O)O)n1cnc2scc(-c3ccc(C)c(C)c3)c2c1=O (configuration not stated)	-3%	-1%	15%	-1%	-4%	-3%	-5%	0.4	-79%
COc1ccccc1C(C(=O)NC1CCCCC1)N(C(=O)c1csnn1)C1CC1 (configuration not stated)	-7%	1%	29%	0%	2%	36%	35%[activator]	0.1	-10%
CC1=C(C(=O)N2CCN(c3ccccc3)CC2)C2(CCCCC2)OC1=O	-5%	-10%	20%	-5%	-6%	/	-6%	0.0	0%
COC(=O)N1CCC[C@@]2(CCN(C(=O)NC(C)C)C2)C1	/	2%[60.1 µM]	/	0%	/	3%	/	/	-3%[57.4 µM]
O=C(O)c1cccc(NS(=O)(=O)c2ccc3c(c2)OCCCO3)c1	-8%	-21%	-1%	1%	-4%	-3%	-16%	-0.1	5%
Cc1nn(-c2ccccc2)c(Cl)c1/C=N/Nc1nc2ccccc2n1C	-21%	-1%	3%	-6%	-11%	3%	-27%	-1.0	-8%
COC(=O)c1ccc2c(c1)NC(=O)C(N1CCCC1)S2 (configuration not stated)	-10%	-4%	15%	0%	0%	-1%	?	0.4	0%
O=C(CN1C(=O)NC2(CCCCC2)C1=O)NNC(=O)C1CC1	/	-9%	/	/	6%	12%	?	0.4	-3%
CCCNC(=O)c1ccc(N2CCC3(CC2)CC(c2cccc(Br)c2)=NO3)c(NC(=O)c2c(Cl)cccc2Cl)c1	/	18%	/	/	-2%	37%	9%	0.2	-4%
CCOC(=O)N1CC=C2C(C#N)=C(N)C(C#N)(C#N)[C@H](c3cccs3)C2C1 (some centres not stated)	-1%	-4%	-23%	-13%	0%	1%	29%	0.4	28%
Cc1ccc(NC(=O)COC(=O)CCc2ccc(S(=O)(=O)N3CCOCC3)cc2)c(C)c1	-13%	-2%	-3%	-4%	-7%	-1%	-10%	-0.3	0%
COc1ccccc1CNC(=O)c1oc2c(c1C)-c1nn(Cc3ccc(Cl)cc3)cc1CC2	4%	-4%	-10%	-12%	-3%	/	-10%	0.4	?
CC1CCN(c2ccc3nnc(CCC(=O)N4CCCCC4)n3n2)CC1	-13%	-20%	0%	-1%	84%[activator]	-14%	19%	-0.7	2%
Cc1ccc(C(=O)N2CCCC2)cc1S(=O)(=O)N1CCCCC1	-9%	-6%	?	2%	-16%	21%	-2%	0.0	?
CCn1c(SCC(=O)Nc2ccc(C)cc2)nc2nc3c(cc2c1=O)CCCC3	-9%	2%	?	-3%	-3%	0%	-5%	-1.2	-5%
O=C(NCc1ccc(Cl)cc1)c1ccc(S(=O)(=O)N2CCCCC2)cc1	/	-7%	/	/	11%	3%	-9%	1.1	145%[activator]
CCOc1ccc(S(=O)(=O)NCCCN2CCOCC2)cc1	-4%	-7%	30%	0%	/	15%	13%	0.3	22%
COc1ccccc1-c1noc(CCC(=O)N2CCN(c3cc(C)ccc3C)CC2)n1	/	-13%	/	/	12%	-20%	-6%	/	-7%
CCc1ccccc1NC(=O)Cn1nnc(-c2nc(-c3ccncc3)no2)c1N	-8%	-10%	?	-13%	5%	/	19%	0.1	1%
CC(C)(C)c1ccc(-c2noc(CCC(=O)Nc3cccc(Cl)c3)n2)cc1	-12%	9%	27%	-3%	0%	/	18%	3.2	-2%
O=C(NCC1CCCO1)C1CCCN(S(=O)(=O)c2cccc(C(F)(F)F)c2)C1 (configuration not stated)	-2%	7%	-11%	-2%	-8%	57%[activator][12.4 µM]	-3%	-0.3	-6%
COc1ccc(C(=O)COC(=O)CSCc2c(C)noc2C)cc1OC	-10%	-4%	9%	-8%	-11%	1%	7%	0.8	15%

Arranged by the number under APE1 inh (lowest first): some entries from above.
structure	APE1 inh
Cc1ccc(NC(=O)COC(=O)CCc2ccc(S(=O)(=O)N3CCOCC3)cc2)c(C)c1	-1%
CC(C)CNC(=O)c1cccc(NC(=O)COc2ccc([N+](=O)[O-])cc2)c1	7%
Cc1cc(C)n(C(=O)c2ccccc2[N+](=O)[O-])n1	11%
